Screens as filed in PubChem.
S2 tox = Viability Counterscreen for Primary qHTS for Inhibitors of ATXN expression. S2 cells (HEK-293 line with an ATXN2-luciferase reporter) viability, CellTiter-Fluor protease fluorescence, 24 h. Potency, µM (top dose mostly 56.7 µM), most hits filed as cytotoxic. 400,000 compounds, 0.49% hits. AID 651635, 2014; also: nearly all actives have a fitted effect of over 40% in size
MCF10A rerep = A quantitative high throughput screen for small molecules that induce DNA re-replication in MCF 10a normal breast cells; 350,000 compounds, 2.9% hits; MCF 10A DNA re-replication, Hoechst nuclear intensity, 48 h; Potency, µM (doses to about 46.1 µM), for the others: top-dose activity, positive = re-replication, actives largely listed as activators; also: % of control where 0% means no effect; nearly all actives have a fitted effect of over 50% in size
TGFb SMAD3 inh = qHTS for Inhibitors of TGF-b; 410,000 compounds, 1.2% hits; Potency, µM (series often up to 46.1 µM), for inactives: top-dose activity, negative = inhibition, usual class: inhibitors; AID 588855, 2011; HepG2 CAGA-GFP TGF-b/SMAD3 reporter, GFP fluorescence, 18 h; TGF-beta stimulated, 500 pg/mL final; also: % is scaled to controls: 0 for no effect and ±100 for the full control effect; nearly all actives have a fitted effect of over 65% in size
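TGF-beta reporter screen: HEPG2 CAGA-GFP, 1% FBS, 500 pg/mL TGF-beta final, 18 h; per-cell GFP summed per well; curves fitted and categorized by class.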
Nrf2 inh = Nrf2 qHTS screen for inhibitors. A549 ARE-Fluc reporter, luciferase luminescence, 18-24 h. Potency, µM (series often up to 46 µM), for the others: at the highest dose activity change, negative = inhibition, most hits filed as inhibitors. 360,000 compounds, 2.1% hits. AID 504444, 2011; also: % is scaled to controls: 0 for no effect and ±100 for the full control effect; nearly all actives have a fitted effect of over 60% in size
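Nrf2 activity is the BugLite luminescence, read 15 min after reagent at room temperature, following CellTiter-Fluor cytotoxicity readout (30 min, 37C). Compound titrations were applied for 18-24 h to 5000 A549 ARE_Fluc cells/well in 5% FBS OPTI-MEM.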
EPAC2 antagonist = qHTS for Antagonist of cAMP-regulated guanine nucleotide exchange factor 2 (EPAC2): primary screen; EPAC2 GEF exchange of Rap1B-BODIPY-GDP, fluorescence; Potency, µM (top dose mostly 114 µM), without a hit: at the top dose activity, negative = inhibition, most hits filed as inhibitors; 360,000 compounds, 0.18% hits; AID 720708, 2013; also: % is scaled to controls: 0 for no effect and ±100 for the full control effect; nearly all actives have a fitted effect of over 45% in size; many of its hits are not listed in these tables
Target sequence (Q8WZA2 whole entry, looked up): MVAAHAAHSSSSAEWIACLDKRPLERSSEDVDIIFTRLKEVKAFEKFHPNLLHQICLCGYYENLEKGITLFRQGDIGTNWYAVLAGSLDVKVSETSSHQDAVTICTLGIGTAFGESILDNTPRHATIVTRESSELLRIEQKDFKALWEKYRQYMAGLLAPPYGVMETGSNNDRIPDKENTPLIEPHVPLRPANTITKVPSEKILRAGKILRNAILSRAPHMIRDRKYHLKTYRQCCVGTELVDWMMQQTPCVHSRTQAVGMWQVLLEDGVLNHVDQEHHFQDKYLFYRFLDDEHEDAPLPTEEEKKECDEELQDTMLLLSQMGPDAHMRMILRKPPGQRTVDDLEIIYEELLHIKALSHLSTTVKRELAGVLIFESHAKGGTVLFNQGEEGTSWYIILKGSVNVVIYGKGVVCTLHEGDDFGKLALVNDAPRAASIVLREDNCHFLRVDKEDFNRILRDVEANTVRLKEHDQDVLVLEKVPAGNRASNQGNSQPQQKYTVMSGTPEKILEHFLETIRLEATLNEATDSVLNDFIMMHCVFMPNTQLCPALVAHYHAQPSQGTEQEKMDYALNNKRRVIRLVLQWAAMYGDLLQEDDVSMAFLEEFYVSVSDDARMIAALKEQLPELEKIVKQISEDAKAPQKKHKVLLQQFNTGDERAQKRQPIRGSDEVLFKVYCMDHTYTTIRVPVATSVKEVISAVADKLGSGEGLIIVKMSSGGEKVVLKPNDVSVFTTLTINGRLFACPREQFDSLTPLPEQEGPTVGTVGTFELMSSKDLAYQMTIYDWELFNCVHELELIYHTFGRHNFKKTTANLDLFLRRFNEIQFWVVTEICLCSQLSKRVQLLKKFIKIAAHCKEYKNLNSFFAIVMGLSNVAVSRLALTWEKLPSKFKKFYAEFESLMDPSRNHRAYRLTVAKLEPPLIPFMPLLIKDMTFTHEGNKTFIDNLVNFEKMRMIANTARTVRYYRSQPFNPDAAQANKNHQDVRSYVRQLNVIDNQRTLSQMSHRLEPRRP
HepG2 tox = qHTS for Inhibitors of TGF-b: Cytotox Counterscreen | 410,000 compounds, 0.76% hits | HepG2 CAGA-GFP viability, ATP luminescence, 18 h | AID 588856, 2011 | Potency, µM (doses to about 46.1 µM), for the others: top-dose activity change, negative = cytotoxicity, usual class: cytotoxic; also: some results filed as inactive show a strong effect at the top dose
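HepG2 CAGA-GFP cells (1000/well, DMEM with 1% FBS) received compound, then TGF-beta at 500 pg/mL final, and were incubated 18 hours at 37 degrees C. Viability was read by CellTiter-Glo luminescence. Media-only wells were set as complete cell-killing and DMSO as no toxicity.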
Nrf2 ARE act = qHTS of Nrf2 Activators; 410,000 compounds, 0.31% hits; AID 624171, 2012; AREc32 ARE-luciferase reporter (MCF7-derived line), luminescence, 24 h; Potency, µM (titrated, usually from 46.1 µM), for inactives: at the highest dose activation, hits mostly activators; also: % of control where 0% means no effect; nearly all actives have a fitted effect of over 65% in size
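Cells of the AREc32 ARE-luciferase line are plated in OPTI-MEM containing 5% FBS and left overnight at 37 deg C. Compounds are pinned in, incubation continues 24 hr, and firefly luciferase signal is then measured.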
ATXN2 expr inh = Primary qHTS for Inhibitors of ATXN expression; AID 1745845, 2022; HEK-293 ATXN2-luciferase reporter, luminescence, 24 h; Potency, µM (series often up to 57 µM), without a hit: at the highest dose activity change, negative = inhibition, actives largely listed as inhibitors; 360,000 compounds, 0.72% hits; also: % is scaled to controls: 0 for no effect and ±100 for the full control effect; nearly all actives have a fitted effect of over 55% in size
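ATXN2-luciferase reporter cells (luciferase flanked by upstream and downstream ATXN2 gene portions) were treated 24 h at 37 °C with compounds at up to 57 uM. SteadyGlo luminescence gave expression; GF-AFC fluorescence gave viability.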
A549 tox = Nrf2 qHTS screen for inhibitors: counterscreen for cytotoxicity. Potency, µM (top dose mostly 46 µM), for the others: at the highest dose activity change, negative = cytotoxicity, usual class: inhibitors. A549 ARE-Fluc cells, CellTiter-Fluor viability, 18-24 h. 390,000 compounds, 0.16% hits; also: % is scaled to controls: 0 for no effect and ±100 for the full control effect
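Cytotoxicity counterscreen: CellTiter-Fluor fluorescence was measured in A549 ARE_Fluc cells after 18-24 h of compound exposure in a concentration series. The subsequent BugLite luminescent read reports ARE-luciferase activity.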
* = called active by the depositor; i = inactive; u = inconclusive; x = not tested or not shown; [ ] = dose if it differs, or a comment. Calls follow the shape of the dose curve; as a rule, active = well fitted curve in the direction sought with a large enough effect; inconclusive = small, poorly fitted or top-dose-only effect, or another doubt; inactive = no such curve, though single readings can be large; an effect the other way counts as inactive or inconclusive. Potency is read from the fitted curve at half-maximal effect. An excerpt (hit frequency here may not be typical).

Sample of the layout (4 entries):
SMILES | S2 tox | MCF10A rerep | TGFb SMAD3 inh | Nrf2 inh | EPAC2 antagonist | HepG2 tox | Nrf2 ARE act | ATXN2 expr inh | A549 tox
Cc1noc(N)c1C1(O)C(=O)N(C(C)C)c2ccccc21 (configuration not stated) | i | 0% | 2% | 15% | -2% | -19% | 0.9% | 11% | 10%
COC(=O)c1sccc1S(=O)(=O)N(CC(=O)NCc1ccccc1)c1ccccc1 | u | x | -20% | -26% | x | -1% | -0.5% | -11% | -4%
O=C(N/N=C\C=C\c1ccc2c(c1)OCO2)C1COc2ccccc2O1 (configuration not stated) | i | u | -2% | 12% | 1%[57.1 µM] | -2% | 2.0% | x | 26%
CCC(=O)N1CCc2cc(S(=O)(=O)CCC(=O)Nc3ccc(OC)cc3)ccc21 | i | -6% | 10% | -3% | 11% | 20% | 0.1% | x | -3%

Results, repeating the preview:
SMILES | S2 tox | MCF10A rerep | TGFb SMAD3 inh | Nrf2 inh | EPAC2 antagonist | HepG2 tox | Nrf2 ARE act | ATXN2 expr inh | A549 tox
Cc1noc(N)c1C1(O)C(=O)N(C(C)C)c2ccccc21 (configuration not stated) | i | 0% | 2% | 15% | -2% | -19% | 0.9% | 11% | 10%
COC(=O)c1sccc1S(=O)(=O)N(CC(=O)NCc1ccccc1)c1ccccc1 | u | x | -20% | -26% | x | -1% | -0.5% | -11% | -4%
O=C(N/N=C\C=C\c1ccc2c(c1)OCO2)C1COc2ccccc2O1 (configuration not stated) | i | u | -2% | 12% | 1%[57.1 µM] | -2% | 2.0% | x | 26%
CCC(=O)N1CCc2cc(S(=O)(=O)CCC(=O)Nc3ccc(OC)cc3)ccc21 | i | -6% | 10% | -3% | 11% | 20% | 0.1% | x | -3%
CC(=O)NC(=S)Nc1ccc(S(=O)(=O)Nc2ncccn2)cc1 | i | -10% | 5% | -19% | 6% | 10% | -0.5% | 12% | -2%
CCOC(=O)c1c(C)nn(Cc2ccccc2)c1N | i | -4% | 17% | 12% | 8% | -17% | 0.1% | 5% | -5%
Cc1cccc(NC(=S)NC2CC3CCCC(C2)N3Cc2cccs2)c1C (configuration not stated) | i | 1% | -7% | 4% | -3% | -31% | 1.5% | -8% | -17%
CCOc1ccc(C(C)=O)cc1CN1C(=O)NC2(CCCCCCC2)C1=O | i | -1% | 1% | 2% | -8% | -11% | -0.7% | -7% | -1%
COC(=O)c1ccccc1NC(=O)C1CCN(S(C)(=O)=O)CC1 | i | 2% | -3% | -16% | -1% | -1% | 0.0% | -3% | 4%
CC1=NNC(=O)C1CCC(=O)N/N=C/c1ccc(Cl)cc1 (configuration not stated) | i | u | 39%[activator] | 11% | -1% | 2% | -0.9% | 3% | 1%
O=C(CCn1c(=O)c2cccn2c2cccnc21)NCc1ccccc1Br | x | x | -12% | 17% | x | -17% | 11% | x | 9%
CC(Oc1cc2oc(=O)c3c(c2cc1Cl)CCC3)C(=O)NCCCN1CCCC1=O (configuration not stated) | i | 6% | 0% | -22% | 10% | 2% | 2.6% | 5% | u
COc1cc(OC)cc(C(=O)NCC(=O)OCC(=O)N2CC(C)CC(C)C2)c1 (configuration not stated) | i | 13% | -1% | 9% | 9% | 8% | -1.1% | x | 9%
O=C(c1ccco1)N1CCN=C1SCc1cccc(Cl)c1 | i | 15% | -1% | -22% | -15% | -3% | -0.6% | -6% | 2%
O=C(c1ccc(CN2CCOCC2)cc1)N1CCN(c2ccccc2F)CC1 | i | 15% | 2% | x | 2% | 3.2µM* | -0.1% | 6% | -8%
CSc1ccccc1-c1ccc2nccn2c1 | i | x | 17% | x | -16% | -1% | -0.8% | 15% | x
O=[N+]([O-])c1ccccc1N=Nc1c(O)[nH]c2ccc(F)cc12 | u | -1% | 0% | 14% | -9% | -35% | u | 0% | -2%
O=C(c1ccc(S(=O)(=O)N2CCCC2)cc1)N(c1ccc(F)cc1)C1C=CS(=O)(=O)C1 (configuration not stated) | i | 0% | 7% | 2% | 10% | -7% | -0.2% | 5% | -7%
Cn1c(=O)c2[nH]c(CNc3ccc(C(=O)O)cc3)nc2n(C)c1=O | i | 1% | 12% | 0% | 1% | 7% | -1.1% | x | 1%
O=C(NCc1cccnc1)c1ccccc1NS(=O)(=O)c1ccc(F)cc1 | i | 0% | 4% | -7% | -3% | 2% | -0.6% | -7% | 0%
COc1cccc(NC(=O)COC(=O)c2ccc3c(c2)OCCO3)c1 | i | x | 1% | x | -3% | -1% | 0.3% | x | x
O=C(Oc1cccc(N2C(=O)CCC2=O)c1)c1ccccc1 | i | 0% | -3% | u | 21% | 6% | -0.7% | -6% | 4%
COc1ccc(NC(=O)COc2cccc3c2CCN(Cc2cccnc2)C3=O)cc1 | i | -2% | -26% | -24% | -3% | -12% | -0.9% | 3% | -1%
COC(=O)c1cc(=O)c2c(ccc3oc(=O)ccc32)[nH]1 | i | x | 5% | x | 12% | 6% | -0.8% | 2% | x
CN(c1ccccc1)S(=O)(=O)c1ccc(C(=O)NCc2ccco2)cc1 | i | 2% | 0% | -14% | -24% | -2% | 0.1% | -3% | 3%
Cc1ccc2nc(NNC(=O)c3ccc(S(=O)(=O)N4CCc5ccccc5C4)cc3)sc2c1 | i | 9.2µM* | u | u | 6% | -23% | -1.2% | u | -28%
CC(C)(C)C(=O)NC(=S)N1CCCC1 | i | 2% | 6% | 1% | 8% | 6% | -0.4% | -3% | -8%
CCCCC(c1nc2ccccc2[nH]1)n1c(=O)c(-c2ccccc2)nc2cc(C)c(C)cc21 (configuration not stated) | i | x | -14% | x | 9% | -10% | -0.4% | -10% | x
Cc1ccc(OCC(=O)Oc2cccc(C)c2C)cc1 | i | -5% | -4% | -8% | -10% | -31% | 0.1% | x | 3%
COc1ccccc1CC(=O)NC1CCN(Cc2ccccc2)CC1 | i | 5% | -7% | 5% | 1% | -10% | -0.4% | -5% | 4%
O=C(COC(=O)c1ccccn1)Nc1ccccc1Cl | i | -8% | 19% | x | -2% | -34% | -0.8% | 4% | 10%
Cc1ccc(C)c(NC(=O)CN2C(=O)c3cccc4cccc2c34)c1 | i | x | -9% | 4% | x | 4% | 1.4% | 6% | -2%
CCC(C)Sc1nc2c(cnn2-c2ccccc2)c(=O)[nH]1 (configuration not stated) | i | -1% | -31% | -13% | -8% | 4% | 0.0% | 2% | -2%
Cc1cc2cc(C(c3nnnn3C(C)(C)C)N(Cc3ccco3)CC3CCCO3)c(=O)[nH]c2cc1C (configuration not stated) | x | -4% | -12% | 3% | -16% | -3% | 0.7% | x | -20%
CSc1cccc(NC(=O)C2CCN(S(=O)(=O)c3ccc4c(c3)NC(=O)CO4)CC2)c1 | i | 7% | 0% | 23µM* | -13% | -16% | 0.3% | u | -11%
O=c1c2ccccc2n(Cc2ccccc2Cl)c(=O)n1CCc1ccccc1 | i | x | 6% | 1% | x | -24% | 5.0% | 11% | 8%
CCCC(=O)Nc1ccccc1-c1nnc(SCC)[nH]c1=O | i | -1% | 5% | -10% | -3% | 2% | 0.1% | -2% | -2%
CC(=O)Nc1ccc(-c2ccnc3c2CC(C)(C(=O)NCc2ccncc2)O3)cc1 (configuration not stated) | i | x | 7% | x | -2% | 0% | 0.1% | 2% | x
Cc1ccc(Sc2cnccc2C#N)cc1 | i | -2% | -1% | -18% | -19% | 2% | 0.3% | 6% | -1%
COc1cc(OC)c(C(=O)O/N=C(\N)c2ccccn2)cc1OC | u | -4% | 1% | u | -3% | 1% | -0.1% | x | -8%
CC(=O)SC1CC(=O)C=C2CCC3C4CCC(=O)OC4(C)CCC3C21C (configuration not stated) | i | u | 16% | u | 9% | -1% | 0.2% | 7% | 0%
CCC(CO)NCc1cc(OC)c(OCC(=O)NCCc2ccccc2)cc1Br (configuration not stated) | i | 0% | 5% | -15% | 1% | 6% | 0.1% | 4% | -11%
CC/C(=N/Nc1ccccc1C)c1cnnc(SC)n1 | i | -5% | 3% | -5% | 7% | -3% | 3.3% | -2% | -1%
C=C1C(C(=O)Nc2ccc(OC)cc2)C1C(=O)Nc1ccc(OC)cc1 (configuration not stated) | u | 6% | -13% | -16% | 4% | -39% | 0.0% | u | -1%
CC(C)(CO)NCC(O)Cn1cc(C=O)c2ccccc21 (configuration not stated) | i | 1% | 2% | -12% | -11% | 0% | -0.6% | -31% | 1%

Molecules listed so far that contain a tert-butyl group, in the order listed:
SMILES | S2 tox | MCF10A rerep | TGFb SMAD3 inh | Nrf2 inh | EPAC2 antagonist | HepG2 tox | Nrf2 ARE act | ATXN2 expr inh | A549 tox
CC(C)(C)C(=O)NC(=S)N1CCCC1 | i | 2% | 6% | 1% | 8% | 6% | -0.4% | -3% | -8%
Cc1cc2cc(C(c3nnnn3C(C)(C)C)N(Cc3ccco3)CC3CCCO3)c(=O)[nH]c2cc1C (configuration not stated) | x | -4% | -12% | 3% | -16% | -3% | 0.7% | x | -20%

(cont.)
SMILES | S2 tox | MCF10A rerep | TGFb SMAD3 inh | Nrf2 inh | EPAC2 antagonist | HepG2 tox | Nrf2 ARE act | ATXN2 expr inh | A549 tox
CCCC[C@@H]1CNC(=S)N1CCC12CC3CC(CC(C3)C1)C2 | i | 16µM* | 30%[activator] | -9% | 11% | 3% | -1.2% | u | 4%
Cc1ccc(S(N)(=O)=O)cc1NC(=O)C(c1ccccc1)c1ccccc1 | i | 0% | 2% | 6% | -10% | 5% | 0.5% | 6% | -1%
CC1(C(=O)Nc2cccc3cccnc23)CCN1C(=O)Cc1ccc(Cl)cc1Cl (configuration not stated) | u | x | u | x | -22% | -29% | 3.4% | -16% | x
CC(C)=CC(=O)Nc1nnc(C)s1 | i | u | 5% | 3% | 13% | -9% | 0.7% | 15% | -3%
CC1(C)O[C@H]2[C@@H](O1)[C@@H](C(=O)Nc1ccc(F)c(F)c1)O[C@@H]1OC(C)(C)O[C@@H]12 | x | x | -3% | 8% | x | 7% | -0.4% | x | 8%
COc1cc(C(=O)N[C@H](C(=O)NC2CCCc3ccccc32)C(C)C)cc(OC)c1OC (some centres not stated) | i | 8% | 13% | 5% | -1% | -8% | 3.6% | 5% | 6%
Cc1cc(=O)n2c(ccc3ccccc32)c1C#N | i | 17% | 13% | 10% | 1% | 2% | 0.1% | 7% | 2%
